TROY signal inh = TROY signaling inhibition; 360,000 tested, 0.98% active; inhibition, % at 10 µM; Q293 LMP1-TROYcd NF-kB luciferase reporter, 4 h;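 active means compounds whose plate-normalised and pattern-corrected inhibition of the luciferase reporter signal at the single screening dose is 50% or more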
NOD2 RIPK2 PPI = blocks binding of human NOD2 to RIPK2; AID 624267; 360,000 tested, 0.38% active; O43353; inhibition, % at 4.98 µM; CHO BLA complementation NOD2-RIPK2, CCF4 ratio; in the data active means inhibition above about 21%;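 further: 0% = vehicle only and 100% = reference blocker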
NCOA3 inh = inhibits human SRC3 coactivator | Q9Y6Q9 | HEK293 GAL4-SRC3 luciferase reporter, luminescence | 360,000 tested, 0.17% active | inhibition, % at 3.6 µM;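 active means inhibition above a per-campaign cutoff, the mean of all compounds plus 3 SD, cut at about 60% in these data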;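 further: 0% = DMSO-treated cells and 100% = gossypol-treated cells at 36 µM; higher means less SRC3-driven luciferase light from the GAL4 reporter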
NCOA2 inhibitor = inhibits human steroid receptor coactivator 2; HEK293 GAL4-SRC2 luciferase reporter, luminescence; inhibition, % at 9 µM; 370,000 tested, 0.17% active;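 active means inhibition above the mean inhibition of all tested compounds plus 3 SD, set per campaign, cut at about 52% in these data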;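 further: 0% = DMSO treated cells and 100% = cells given Gossypol at 36 µM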
NR5A2 inv ag = suppresses constitutive activity of human LRH-1; O00482; HEK293T StAR-luciferase reporter, LRH-1 transfected, 24 h; inhibition, % at 3.6 µM; 360,000 tested, 0.13% active;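 active means inhibition above the mean inhibition of all tested compounds plus 3 SD, cut at about 73% in these data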;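 further: 0% = DMSO wells and 100% = reporter-only cells lacking LRH-1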
Target sequence (O00482 whole entry, looked up): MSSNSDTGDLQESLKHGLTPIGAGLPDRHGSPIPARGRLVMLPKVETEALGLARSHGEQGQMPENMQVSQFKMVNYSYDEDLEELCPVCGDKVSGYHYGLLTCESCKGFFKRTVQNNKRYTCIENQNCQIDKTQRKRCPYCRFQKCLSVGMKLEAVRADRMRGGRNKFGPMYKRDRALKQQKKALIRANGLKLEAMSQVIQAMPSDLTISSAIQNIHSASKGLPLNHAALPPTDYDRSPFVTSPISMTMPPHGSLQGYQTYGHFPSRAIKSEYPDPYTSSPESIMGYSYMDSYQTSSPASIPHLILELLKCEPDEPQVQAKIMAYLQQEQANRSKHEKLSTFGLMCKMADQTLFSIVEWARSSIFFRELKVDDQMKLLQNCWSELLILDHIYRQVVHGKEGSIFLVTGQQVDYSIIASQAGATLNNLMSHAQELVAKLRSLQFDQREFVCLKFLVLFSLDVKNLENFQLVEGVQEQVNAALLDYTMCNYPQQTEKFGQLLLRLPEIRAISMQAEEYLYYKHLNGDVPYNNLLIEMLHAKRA
NCOA1 inh = inhibits human SRC1 coactivator. Q15788. HEK293 GAL4-SRC1 luciferase reporter, luminescence. inhibition, % at 3.6 µM. 360,000 tested, 0.12% active. AID 588354;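 active means inhibition above the campaign mean plus 3 SD, with each screening campaign given its own cutoff, cut at about 60% in these data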;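 further: 0% = DMSO treated cells and 100% = gossypol at 36 µM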
LMP1 NFkB inh = inhibitors of Epstein-Barr LMP1-induced NF-kappaB reporter. LMP1-induced NF-kappaB luciferase reporter cells, luminescence. inhibition, % at 12.5 µM. 350,000 tested, 0.69% active; in the data active means inhibition above about 41%;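 further: 0% = neutral control wells and 100% = reference inhibitor control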
C8 TRAIL sens = caspase-8 TRAIL sensitization | NB7+C8 cells + TRAIL, ATPlite viability luminescence | inhibition (viability loss, TRAIL sensitization), % at 10 µM | 360,000 tested, 1% active;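 active means compounds causing at least 50% loss of cell viability in the single-dose screen, relative to plate controls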
NR2F2 inh = NR2F2 (human) inhibition, primary screen; inhibition, % at 8.6 µM; 370,000 tested, 0.7% active; HEK293T NGFI-A luciferase reporter, luminescence;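 active means inhibition above a per-plate cutoff, mean inhibition of test wells between control levels plus 3 SD, cut at about 38% in these data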;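 further: cells cotransfected with COUP-TFII expression vector driving the NGFI-A reporter; 0% = median of COUP-TF2 test wells and 100% = reporter-only cells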
Target sequence (P24468 whole entry, looked up): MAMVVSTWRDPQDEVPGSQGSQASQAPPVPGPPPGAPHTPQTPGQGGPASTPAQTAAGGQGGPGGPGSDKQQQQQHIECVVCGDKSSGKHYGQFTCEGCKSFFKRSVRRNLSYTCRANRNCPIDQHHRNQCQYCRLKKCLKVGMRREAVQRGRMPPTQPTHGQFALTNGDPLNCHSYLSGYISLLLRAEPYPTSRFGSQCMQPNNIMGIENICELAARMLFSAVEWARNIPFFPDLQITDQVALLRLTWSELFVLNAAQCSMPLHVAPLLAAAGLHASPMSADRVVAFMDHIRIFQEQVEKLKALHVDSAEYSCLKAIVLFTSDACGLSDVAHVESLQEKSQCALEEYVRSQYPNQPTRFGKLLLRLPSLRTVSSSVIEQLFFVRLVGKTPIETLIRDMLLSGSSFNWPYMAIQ
TLR9-MyD88 block = inhibitors of human TLR9-MyD88 binding; Q9NR96+Q99836; CHO BLA complementation TLR9-MyD88, CCF4 FRET ratio; inhibition, % at 4.98 µM; 340,000 tested, 0.21% active;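 active means inhibition above the mean over all tested compounds plus 3 SD, cut at about 21% in these data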;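 further: 0% = DMSO only wells and 100% = clavulanate BLA inhibitor control wells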
Vif inh = HIV Vif inhibition; HEK293T cells, Vif self-association by quenched fluorescence, imaging, 24 h; inhibition, % at 7.49 µM; 340,000 tested, 0.35% active; AID 602346; in the data active means inhibition above about 50%, passing the limit was not always enough; further: some results filed as inactive read as strong as hits
* = called active by the depositor; . = no result given. This is a subset; count on the stated rates, not on these rows.

structure	TROY signal inh	NOD2 RIPK2 PPI	NCOA3 inh	NCOA2 inhibitor	NR5A2 inv ag	NCOA1 inh	LMP1 NFkB inh	C8 TRAIL sens	NR2F2 inh	TLR9-MyD88 block	Vif inh
O=C(Nc1ccc(O)c(C(=O)O)c1)c1cccc(NC(=O)c2ccco2)c1	-14	-6	-4	29	1	13	-6	12	21	3	26
CCCCOC(=O)C[N+](C)(C)CCOC1CC2CCC1(C)C2(C)C (centres undefined)	21	-4	9	17	8	11	6	18	-2	-1	-4
O=C(Nc1ccc(Cl)cn1)c1cccc(S(=O)(=O)N2CCCC2)c1	-16	-10	-1	-15	9	-26	-4	2	3	0	9
COc1ccc(C2CC3CC(c4ccccc4)N2O3)cc1 (centres undefined)	-6	11	-4	-35	-3	-36	5	16	21	-10	-1
COC(=O)C1CCN(c2cc(=O)n(-c3ccccc3Cl)c(=O)[nH]2)CC1	1	4	2	6	-11	0	-3	-7	26	3	0
S=C1NCCC12C(=S)Nc1ccccc12 (centres undefined)	-10	-11	13	-9	-10	-7	19	-13	9	1	4
O=C(CC1OC(=O)c2ccccc21)Nc1cccc(S(=O)(=O)N2CCCCCC2)c1 (centres undefined)	6	-7	2	-3	10	13	2	5	3	-4	-8
CCN1CCCc2cc(CN(CCN3CCOCC3)C(=O)Nc3ccc(C)c(C)c3)ccc21	-23	3	10	-12	12	-1	-5	9	-13	6	-3
Cc1[nH]n(-c2cccc(Cl)c2)c(=O)c1C=NC12CN3CN(CN(C3)C1)C2	-4	-6	-12	-29	7	-28	14	3	1	-4	11
CCCCNC(=O)C1c2ccccc2OCC(=O)N1Cc1ccc2c(c1)OCO2 (centres undefined)	4	7	.	-1	-42	.	.	1	6	.	.
N=c1sccn1CC(=O)Nc1ccc(S(N)(=O)=O)cc1	30	2	9	-3	52	10	-7	2	-17	-7	15
Cn1cc(C(=O)NCCN2CCN(c3cccc(Cl)c3)CC2)c2c3ccccc3n(C)c2c1=O	0	13	10	-23	15	-1	9	12	11	-11	-7
CN(C)C(=O)CCc1ccc2c3c([nH]c2c1)[C@]1(CCc2ccccc2)[C@@H](C(=O)N2CCCCC2)C[C@H](CC(=O)NCCCn2ccnc2)C(=O)N1CC3	1	-8	7	-10	-6	-20	-1	-26	-7	1	.
N#CC(C#N)=CC1=C2OC(c3ccccc3)=CC(c3ccccc3)=C2CCC1	-5	6	7	-3	-14	5	8	-26	2	3	-3
Cc1ccc2[nH]c(=O)c(CN(Cc3ccco3)C(=O)CN3CCCC(C)C3)cc2c1 (centres undefined)	-9	6	-18	12	-3	-12	-4	-6	-1	2	8

Some entries already given with just NR5A2 inv ag:
SMILES,NR5A2 inv ag
Cc1[nH]n(-c2cccc(Cl)c2)c(=O)c1C=NC12CN3CN(CN(C3)C1)C2,7
CCCCNC(=O)C1c2ccccc2OCC(=O)N1Cc1ccc2c(c1)OCO2 (centres undefined),-42

Later entries:
structure	TROY signal inh	NOD2 RIPK2 PPI	NCOA3 inh	NCOA2 inhibitor	NR5A2 inv ag	NCOA1 inh	LMP1 NFkB inh	C8 TRAIL sens	NR2F2 inh	TLR9-MyD88 block	Vif inh
CCOC(=O)C1(CC)NC(c2ccco2)C2C(=O)N(C)C(=O)C21 (centres undefined)	10	4	-25	24	11	-9	5	-11	8	-10	.
COc1[nH]c(/N=C/c2ccccc2)c(C#N)c1C#N	-9	-2	17	-8	8	-4	-3	1	-7	8	3
OC(CNC1CCCc2ccccc21)COc1ccc2ccccc2c1 (centres undefined)	-5	0	5	22	9	-3	5	2	4	-3	-7
CN(C(=O)C1CCN(S(=O)(=O)c2cccs2)CC1)c1ccccc1	13	-6	-15	0	3	5	5	-2	-2	-8	-2
CCCOc1ccc2c3c(c(=O)oc2c1OCCC)CCC3	-26	10	13	-19	0	-5	6	1	-3	3	1
CCCN1C(=O)/C(=C\C=C2\N(CC)c3ccccc3C2(C)C)SC1=S	-8	-12	7	20	-6	-2	1	14	18	10	167*
O=C(CN1C(=O)COc2ccc(Cl)cc21)Nc1ccccn1	7	4	8	16	14	3	3	-15	10	-9	-5
COc1ccccc1NC(=O)C1CCCN(S(=O)(=O)c2ccc3c(c2)CC(C)N3C(C)=O)C1 (centres undefined)	20	-10	16	-17	2	11	4	21	1	-5	-1
O=C(CN1CCCC1)N1CCCc2c1c(=O)oc1ccc(OCc3ccccc3)cc21	-1	-7	3	-16	-1	9	-7	0	0	-10	-8
COC(=O)C1=CN(Cc2ccc(F)cc2)C=C(C(=O)OC)C1c1cc(OC)c(OC)c(OC)c1	17	-5	0	-4	1	-33	-10	6	-16	-13	-1
C=CCN(C(=O)CSc1nnnn1C)c1nc(-c2ccccc2)cs1	-25	2	-24	-17	4	-49	-9	-12	-5	3	7
CCCOc1ccc2[nH]c(C(=O)N/N=C/c3cc(OC)c(OC)c(OC)c3)cc2c1	2	4	-4	6	6	14	-38	10	24	4	-2
CCn1c(SCC(=O)N2c3ccccc3CC2C)nnc1-c1ccco1 (centres undefined)	0	-9	16	-7	29	-2	-1	-8	-8	11	.
Cc1ccc(NC(=O)CSc2nnc(-c3ccco3)n2N)cc1F	16	-9	8	-1	13	14	-3	-1	-16	-1	8
COC(=O)CNC(=O)c1cc(-c2ccncc2)nc2c(C)c(Cl)ccc12	-4	13	21	-43	4	-11	-4	-7	-20	1	-8
Cc1c(P(=O)(c2ccccc2)c2ccccc2)c2ccccc2n1C	-5	12	-42	5	-13	4	.	0	4	.	-13
Nc1nc(N2CCN(c3ccc(F)cc3)CC2)n[nH]1	14	-8	23	-9	-1	-1	-5	-7	0	-7	-1
CCOc1ccccc1NC(=O)CSCC(=O)Nc1ccccc1	-3	-1	15	-9	-5	-3	-1	3	0	-1	-7
C=CCSc1nc(O)c(C2OC(=O)c3c2ccc(OC)c3OC)c(=O)n1-c1ccccc1 (centres undefined)	-1	10	1	14	2	4	-1	15	3	0	3
C[C@H]1CN([C@@H](C)CO)C(=O)CCCn2nncc2CO[C@H]1CN(C)C(=O)c1ccccc1	3	7	-7	-8	17	-3	4	-12	7	2	-3
COCCCNc1nc(N)c([N+](=O)[O-])c(Nc2cc(OC)ccc2OC)n1	4	-4	8	-17	25	-22	-4	-5	7	.	-6
O=C(COC(=O)/C=C/c1cccc(C(F)(F)F)c1)Nc1cccc(S(=O)(=O)NC2=NCCC2)c1	-4	-1	2	-37	-8	5	1	-3	-8	-8	12
COc1ccc(NS(=O)(=O)c2ccc(N3C(=O)CCC3=O)cc2)cc1	-6	-7	9	9	-2	-17	-4	-2	5	7	-2
CCCOC(=O)CC1C(=O)NCCN1C(=O)OC(C)(C)C (centres undefined)	-3	-3	4	-29	-3	2	3	7	5	6	1
O=C(CN1CCN(Cc2ccccc2)CC1)Nc1ccc([N+](=O)[O-])cc1C(=O)Nc1ccccc1F	23	-1	30	-8	9	-7	5	4	1	-19	-7
CCOCC(=O)Nc1ccc2c(c1)N(S(=O)(=O)c1cccs1)CCC2	-17	-5	8	0	-14	-12	0	-15	2	-4	-4
COc1cc2c(cc1OC)/C(=C/C(=O)OCc1ccccc1)OC2	.	-6	.	21	-1	.	.	-6	-11	.	.
Cc1cc(S(=O)(=O)Nc2ccc(C(=O)NCCCn3ccnc3)cc2)ccc1F	4	-6	-8	2	-5	-22	-7	-26	-18	4	0
COc1ccc(NC(=O)Nc2ccc(C(=O)N3CCOCC3)cc2)c(OC)c1	-12	1	18	11	-9	-13	5	3	-3	13	5
CCc1ccc(C2CC(c3ccco3)=NN2S(C)(=O)=O)cc1 (centres undefined)	-30	0	-96	-13	-124	-84	-27	2	-59	1	-5
O=C(NCCC1CCCCN1S(=O)(=O)c1ccccc1)C(=O)Nc1ccccc1 (centres undefined)	-18	3	10	-17	-22	-14	-13	4	9	2	-3
Cc1cc(C(=O)CCC(=O)N(C)CC2COc3ccccc3O2)c(C)s1 (centres undefined)	-9	0	10	-8	5	-1	1	3	16	-6	.
CCCCc1nc2sc3c(=O)n(N)cnc3c2c2c1CCC2	-14	-3	11	-28	-22	-2	-9	3	-13	-3	-19
c1ccc2c(c1)ccc1ccccc12	-2	-11	-8	8	-10	-12	-2	5	-6	-10	19
CCOc1cccc(N)c1	-18	-3	-4	.	4	-4	-12	-16	.	7	19
COC(=O)c1ccc(N/C=C\C(=O)c2ccc3c(c2)OCO3)cc1	-37	-3	-50	-11	-56	-32	1	20	-2	3	-6
Cc1cccc(NC(=S)N(CCCN2CCOCC2)C(C)c2cc3ccccc3o2)c1 (centres undefined)	25	0	11	0	-3	-2	4	8	6	6	5
CSc1nc(C(=O)N2CCCC(C(=O)c3ccc(Cl)cc3)C2)cs1 (centres undefined)	8	-1	-2	-2	13	0	-3	16	11	8	-1

Structural class: the entries above with a cyano group.
structure	TROY signal inh	NOD2 RIPK2 PPI	NCOA3 inh	NCOA2 inhibitor	NR5A2 inv ag	NCOA1 inh	LMP1 NFkB inh	C8 TRAIL sens	NR2F2 inh	TLR9-MyD88 block	Vif inh
N#CC(C#N)=CC1=C2OC(c3ccccc3)=CC(c3ccccc3)=C2CCC1	-5	6	7	-3	-14	5	8	-26	2	3	-3
COc1[nH]c(/N=C/c2ccccc2)c(C#N)c1C#N	-9	-2	17	-8	8	-4	-3	1	-7	8	3

One compound at a time (already shown). Screens in order: TROY signal inh	NOD2 RIPK2 PPI	NCOA3 inh	NCOA2 inhibitor	NR5A2 inv ag	NCOA1 inh	LMP1 NFkB inh	C8 TRAIL sens	NR2F2 inh	TLR9-MyD88 block	Vif inh
`COC(=O)C1=CN(Cc2ccc(F)cc2)C=C(C(=O)OC)C1c1cc(OC)c(OC)c(OC)c1` as listed: 17	-5	0	-4	1	-33	-10	6	-16	-13	-1
`CCCCOC(=O)C[N+](C)(C)CCOC1CC2CCC1(C)C2(C)C` (centres undefined) as listed: 21	-4	9	17	8	11	6	18	-2	-1	-4
`COc1ccccc1NC(=O)C1CCCN(S(=O)(=O)c2ccc3c(c2)CC(C)N3C(C)=O)C1` (centres undefined) as listed: 20	-10	16	-17	2	11	4	21	1	-5	-1
